# Tau fibril ThT: inhibitors of human tau fibril formation, thioflavin T binding | 2.1% of 270,000 active | AID 1460 | recombinant tau K18 P301L, heparin-induced fibrillization, ThT fluorescence | P10636 | Potency, µM (highest dose often 57.4 µM), without a hit: top-dose activity, negative = inhibition, actives largely listed as inhibitors; further: on the % scale 0 is the no-effect control and ±100 the full control effect; nearly all actives have a fitted effect of over 55% in size
# Target sequence (P10636 561-689 P618L limits assumed): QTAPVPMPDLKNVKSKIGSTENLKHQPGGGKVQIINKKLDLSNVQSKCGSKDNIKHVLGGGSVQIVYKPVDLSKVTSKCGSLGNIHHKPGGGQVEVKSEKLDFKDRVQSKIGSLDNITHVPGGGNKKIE
#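 Heparin-induced (20 uM) aggregation of recombinant human K18 P301L tau, 15 uM unlabeled with 0.24 uM labeled, pH 7 acetate buffer, 6 hr at 37 C with compound. Fibrils quantified by 30 uM ThT fluorescence after 1 hr ambient incubation.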
# TRb SRC2 PPI: TRbeta-SRC2 interaction inhibition. 0.065% of 280,000 active. TRbeta-SRC2 peptide binding, fluorescence polarization; receptor liganded with 1 µM T3. P10828. Potency, µM (doses to about 106 µM), without a hit: at the highest dose activity change, negative = inhibition, usual class: inhibitors. AID 1469;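 further: plate controls were bound peptide for no effect and peptide without receptor for full effect; nearly all actives have a fitted effect of over 50% in size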
#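 Compounds were added to 0.6 uM TRb ligand-binding domain and 20 nM Texas Red-labeled SRC2 peptide in Tris buffer containing 1 uM T3, incubated 5 hr at ambient temperature, then read by fluorescence polarization.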
# L3MBTL1 block: L3MBTL1 (human) inhibition. Q9Y468. AlphaScreen L3MBTL1–H3K9me1 peptide binding. Potency, µM (highest dose often 57.1 µM), for inactives: top-dose activity, negative = inhibition, actives largely listed as inhibitors. 0.66% of 230,000 active. AID 485360; further: on the % scale 0 is the no-effect control and ±100 the full control effect; nearly all actives have a fitted effect of over 60% in size
# Target sequence (Q9Y468 whole entry, looked up): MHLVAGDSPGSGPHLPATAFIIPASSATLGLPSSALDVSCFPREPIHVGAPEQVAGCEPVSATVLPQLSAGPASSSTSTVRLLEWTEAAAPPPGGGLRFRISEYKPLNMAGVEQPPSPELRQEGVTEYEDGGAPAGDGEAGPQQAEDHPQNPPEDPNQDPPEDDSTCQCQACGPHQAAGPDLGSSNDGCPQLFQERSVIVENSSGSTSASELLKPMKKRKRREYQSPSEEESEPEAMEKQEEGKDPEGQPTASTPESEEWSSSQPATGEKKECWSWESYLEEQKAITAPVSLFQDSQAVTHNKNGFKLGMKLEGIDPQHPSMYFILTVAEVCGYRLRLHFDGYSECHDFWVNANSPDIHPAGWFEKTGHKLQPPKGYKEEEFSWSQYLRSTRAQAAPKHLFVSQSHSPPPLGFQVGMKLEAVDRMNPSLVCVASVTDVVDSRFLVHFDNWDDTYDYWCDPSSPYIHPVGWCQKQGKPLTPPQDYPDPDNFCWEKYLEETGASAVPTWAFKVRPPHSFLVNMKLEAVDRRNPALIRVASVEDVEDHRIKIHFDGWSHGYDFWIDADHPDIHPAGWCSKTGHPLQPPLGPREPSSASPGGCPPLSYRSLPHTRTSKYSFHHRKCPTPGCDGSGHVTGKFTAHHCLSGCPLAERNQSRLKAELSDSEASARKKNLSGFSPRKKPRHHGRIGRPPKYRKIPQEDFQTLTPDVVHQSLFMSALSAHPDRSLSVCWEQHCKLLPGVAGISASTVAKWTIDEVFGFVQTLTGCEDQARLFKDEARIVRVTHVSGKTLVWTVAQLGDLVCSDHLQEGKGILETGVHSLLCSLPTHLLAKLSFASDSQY
#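 Read-out is AlphaScreen signal from streptavidin donor and nickel chelate acceptor beads (10 ug/mL final each) bridging L3MBTL1 (50 nM) and biotinylated K9-monomethylated H3(1-15) peptide (75 nM), after 30 min compound exposure at room temperature.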
# RECQ1 helicase: inhibitors of human RECQ1 DNA helicase; P46063; 0.54% of 240,000 active; Potency, µM (titrated, usually from 57.3 µM), for inactives: at the highest dose activity, negative = inhibition, hits mostly inhibitors; RECQ1 DNA unwinding, red fluorescence kinetic read;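 further: plate controls were vehicle for no effect and no enzyme for full effect; nearly all actives have a fitted effect of over 30% in size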
#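 RECQ1T1 50 nM; forked duplex (20 bp + 30-nt ss tails) 200 nM, ATP 2 mM final; pH 8.0, 2 mM MgCl2, 2.5 ug/ml poly(dI-dC); 15 min compound preincubation; discontinuous kinetic read over 2 h at RT.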
# Tau FP inhib: tau fibrillization inhibition (FP); K18 P301L tau heparin fibrillization, Alexa594 FP, 6 h; Potency, µM (series often up to 57.7 µM), without a hit: at the top dose activity, negative = inhibition, hits mostly inhibitors; 0.39% of 280,000 active; further: on the % scale 0 is the no-effect control and ±100 the full control effect; nearly all actives have a fitted effect of over 55% in size
#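 Human K18 P301L fragment (15 uM unlabeled plus 0.24 uM Alexa 594-labeled) in 100 mM sodium acetate pH 7 with compound, aggregation induced by 20 uM heparin for 6 hr at 37 C. ThT (30 uM) added for 1 hr, then Alexa 594 FP read.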
# TR SRC2 fluor cs: counter-screen for TRb-SRC2 inhibitors: fluorescence interference; TRb/SRC2 Texas Red total fluorescence interference; Potency, µM (top dose mostly 106 µM), for the others: at the highest dose fluorescence change, negative = quenching; 0.29% of 280,000 active; AID 1479; active means well fitted curve in either direction with a large enough effect; inconclusive means small, poorly fitted or top-dose-only effect; further: on the % scale 0 is the no-effect control and ±100 the full control effect
#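 Flags fluorescent or light-absorbing compounds by total fluorescence, S + 2P, at 555 nm excitation and 632 nm emission. Mixture: 20 nM Texas Red SRC2 peptide, 0.6 uM human TRb LBD, 1 uM T3, 5% DMSO; compound exposure 5 h at ambient temperature.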
# HTT ATP protect: protects HTT-Q103 PC12 cells, measured by ATP; PC12 HTT-Q103 induced, cytoprotection, ATP luminescence, 40 h; Potency, µM (doses to about 56.4 µM), without a hit: cytoprotection (ATP increase), hits mostly activators; 0.14% of 230,000 active; AID 1471;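 further: % of control where 0% means no effect; nearly all actives have a fitted effect of over 45% in size; toxic huntingtin expression switched on by the ecdysone agonist tebufenozide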
#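 Cells were plated at 1500 per well in phenol red-free DMEM with 5% equine and 5% calf serum. Tebufenozide (100 nM final) and compounds were added, then ATPlite reagent, and luminescence was read.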
# Tau fluor counter: counter-screen for tau fibril formation inhibitors; Potency, µM (series often up to 57.7 µM), without a hit: top-dose activity change, negative = decrease; AID 1463; tau K18 P301L (four-repeat tau fragment) Alexa594 fluorescence, heparin fibrillization; 0.93% of 280,000 active; further: on the % scale 0 is the no-effect control and ±100 the full control effect; nearly all actives have a fitted effect of over 55% in size
#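 Human K18 P301L tau (15 uM unlabeled plus 0.24 uM Alexa 594-labeled, final) in 100 mM sodium acetate pH 7 was mixed with compound and 20 uM heparin and incubated 6 hr at 37 C.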
# * hit, by the source's call; i = inactive; ? = inconclusive; / = no result given; [ ] = another dose, or the depositor's remark. Unless noted, the call rests on the fitted dose curve; in most records, active means well fitted curve in the direction sought with a large enough effect; inconclusive means small, poorly fitted or top-dose-only effect, or another doubt; inactive means no such curve, though single readings can be large; an effect the other way counts as inactive or inconclusive. Potency means the concentration at half of the fitted maximal effect. An excerpt. The share of hits here may be higher or lower than overall.
# Assay codes: A = Tau fibril ThT; B = TRb SRC2 PPI; C = L3MBTL1 block; D = RECQ1 helicase; E = Tau FP inhib; F = TR SRC2 fluor cs; G = HTT ATP protect; H = Tau fluor counter
O=c1c(/C=N/Nc2ccccc2)c(Sc2nnnn2-c2ccccc2)nc2ccccn12
  A = ?	B = -6%	C = /	D = i	E = ?	F = -2%	G = -71%[inhibitor][10 µM]	H = ?
S=c1[nH]nc(-c2ccccc2)n1/N=C/C=C/c1ccco1
  A = ?	B = 5%	C = ?	D = -12%	E = 0%	F = -2%	G = 15%[10 µM]	H = -14%
Cc1ccc(C(=O)Nc2ccc(Cc3ccncc3)cc2)cc1[N+](=O)[O-]
  A = -12%	B = 5%	C = 0%	D = i	E = 7%	F = -1%	G = -49%[inhibitor]	H = ?
CC(C)C(=O)Nc1nc2c(s1)CC(C(C)(C)C)CC2 (configuration not stated)
  A = -5%	B = -2%	C = /	D = /	E = 7%	F = -1%	G = /	H = -3%
COc1ccc(CN2C(=O)C(O)(CC(=O)c3ccc4c(c3)OCO4)c3ccccc32)cc1OC (configuration not stated)
  A = -14%	B = 0%	C = /	D = -9%	E = 0%	F = 2%	G = 4%	H = -10%
O=C(CS(=O)(=O)Cc1ccccc1)Nc1ncccn1
  A = -6%	B = 6%	C = 12%	D = 2%	E = -6%	F = 0%	G = -20%[0.074 µM]	H = -1%
CCN(CC)CCn1c(=N)n(CC(=O)c2ccc(Br)s2)c2ccccc21
  A = -5%	B = 2%	C = -22%	D = -11%	E = 13%	F = -1%	G = -26%[10 µM]	H = -9%
COc1ccc(C(NC(=O)CNC(C)=O)C(=O)Nc2ccc(C(C)C)cc2)cc1 (configuration not stated)
  A = -15%	B = -1%	C = 1%	D = 5%	E = ?	F = 2%	G = 31%[10 µM]	H = -16%
O=C(O)/C=C/c1cccc(B(O)O)c1
  A = 6%	B = -7%	C = /	D = -1%	E = -3%	F = -7%	G = -15%	H = 3%
CN(C)c1ccc(N=Cc2nc(-c3ccccc3)oc2OC(=O)c2ccccc2)cc1
  A = ?	B = 4%	C = -3%	D = -5%	E = -8%	F = -10%	G = 13%[10 µM]	H = -4%
c1cncc(-c2noc(CC3CCCCC3)n2)c1
  A = -6%	B = -4%	C = /	D = -3%	E = 7%	F = -3%	G = -11%	H = -7%
COc1ccccc1N1C(=O)c2ccccc2NC1c1ccncc1 (configuration not stated)
  A = 3%	B = -14%	C = -3%	D = -2%	E = 7%	F = 0%	G = 12%[10 µM]	H = 4%
COCc1cc(C)nc(OCC(=O)N/N=C/c2ccc(OC)c(OC)c2)c1C#N
  A = -1%	B = -4%	C = -5%	D = -4%	E = -4%	F = -4%	G = -15%[10 µM]	H = -6%
O=C(Nc1nc2cc3c(cc2s1)OCCO3)c1cccc(N2C(=O)CCC2=O)c1
  A = -17%	B = 2%	C = 5%	D = -16%	E = -9%	F = -5%	G = -54%[inhibitor][10 µM]	H = -21%
CC1(C)[C@@H](O)CC[C@]2(C)C3C(O)C=C4[C@H]5C[C@@](C)(CO)CC[C@]5(C)CC[C@]4(C)[C@]3(C)CC[C@@H]12 (some centres not stated)
  A = 5%	B = 14%	C = /	D = i	E = 8%	F = -3%	G = 2%[10 µM]	H = 19%
COC(=O)CC1C(=O)NCCN1C(=O)CSc1nc2ccc([N+](=O)[O-])cc2s1 (configuration not stated)
  A = -12%	B = 0%	C = 19%	D = -2%	E = -5%	F = -2%	G = ?	H = -8%
CCC(=O)Nc1nc(C)c(-c2csc(Nc3cccc(C(=O)O)c3)n2)s1
  A = 4µM*	B = -3%	C = -23%	D = i	E = 6%	F = 1%	G = -8%[10 µM]	H = -21%
O=C(Oc1ccc2ccccc2c1)c1ccccc1
  A = ?	B = -1%	C = /	D = -10%	E = -13%	F = 0%	G = 1%	H = -24%
COCCNCCCCOc1ccccc1-c1ccccc1
  A = 2%	B = 0%	C = 2%	D = -16%	E = -1%	F = 1%	G = 25%[0.074 µM]	H = 5%
Cn1c(N)c(C(=O)COC(=O)Cc2ccsc2)c(=O)n(C)c1=O
  A = 8%	B = -20%	C = 7%	D = -13%	E = 4%	F = 6%	G = 2%[10 µM]	H = 2%
CCOC(=O)CSc1nnc(CNC(=O)c2ccc(S(=O)(=O)N3CCCC3)cc2)n1C
  A = 3%	B = 8%	C = ?	D = 5%	E = 4%	F = 1%	G = 3%[10 µM]	H = 6%
COc1cc(Br)cc2cc(S(=O)(=O)c3ccccc3)c(=O)oc12
  A = -15%	B = 2%	C = /	D = /	E = -5%	F = -8%	G = /	H = -13%
COCCCN1C(=O)c2ccc(C(=O)NCc3ccco3)cc2C1=O
  A = -11%	B = -2%	C = 3%	D = i	E = 1%	F = -2%	G = 14%	H = -2%
Cc1ccc(C)c(N/C(N)=N/c2nc(C)cc(C)n2)c1
  A = -3%	B = -8%	C = -6%	D = 22%	E = 1%	F = 2%	G = -14%	H = 0%
CCN(CC)S(=O)(=O)c1cccc(NC(=O)COC(=O)CCC(=O)c2cccs2)c1
  A = 5%	B = -6%	C = -10%	D = -5%	E = 2%	F = 0%	G = 10%[10 µM]	H = 3%
CCOC(=O)c1[nH]c2cc(OC)c(OC)cc2c1NC(=O)CCN1CCSCC1
  A = /	B = 0%	C = /	D = 10%	E = ?	F = -4%	G = -8%[10 µM]	H = -14%
CCOC(=O)N1CCN(C(=O)c2cc(OC)cc(OC)c2)CC1
  A = -6%	B = -4%	C = 0%	D = -6%	E = 3%	F = 0%	G = -7%	H = 4%
CCN1CCN(C(c2ccccc2)c2nnnn2Cc2ccc3c(c2)OCO3)CC1 (configuration not stated)
  A = -2%	B = -2%	C = 6%	D = -7%	E = -4%	F = 0%	G = 7%[10 µM]	H = -1%
COc1ccc(CC(=O)OCC(=O)NCc2ccc(Cl)cc2)cc1
  A = -1%	B = -2%	C = 14%	D = -4%	E = 9%	F = -2%	G = -26%	H = -1%
O=C(Nc1ccccc1)N(CCCN1CCOCC1)Cc1cc2cc3c(cc2[nH]c1=O)OCCO3
  A = -4%	B = 13%	C = 25%[11.4 µM]	D = 27%	E = 0%	F = 0%	G = -17%[10 µM]	H = -4%
COc1cccc(CNC(=O)CCS(=O)(=O)c2cc3c(cc2C)NC(=O)CO3)c1
  A = -8%	B = 2%	C = 4%	D = /	E = -11%	F = 7%	G = /	H = -11%
CCOc1ccc(N(C(C)C(=O)NCCSc2ccc(C)cc2)S(C)(=O)=O)cc1 (configuration not stated)
  A = -18%	B = 8%	C = /	D = /	E = 1%	F = 0%	G = /	H = -22%
O=C(NNC(=O)c1ccc(Br)o1)c1ccc(NC(=O)c2ccccc2)cc1
  A = ?	B = 8%	C = -2%[11.4 µM]	D = i	E = -7%	F = -5%	G = -84%[inhibitor]	H = -8%
CCCc1nnc(NC(=O)c2cn(CC)c3cc(N4CCN(C)CC4)c(F)cc3c2=O)s1
  A = -5%	B = -2%	C = 4%	D = 6%	E = 0%	F = 0%	G = -5%[10 µM]	H = 1%
O=C(CSc1nnc2c(n1)[nH]c1ccccc12)NCc1ccco1
  A = -16%	B = -6%	C = -9%	D = -14%	E = -1%	F = -5%	G = 1%[10 µM]	H = -1%
CCOc1ccccc1NC(=O)CCc1c(C)nc2c(c(C)nn2-c2ccccc2)c1C
  A = -4%	B = -1%	C = /	D = /	E = -1%	F = -1%	G = /	H = -9%
Cc1nn(-c2ccccc2)c2nc(-c3ccccc3)cc(C(=O)N3CCOCC3)c12
  A = -10%	B = -2%	C = 18%	D = i	E = -7%	F = -2%	G = -34%	H = -26%
COc1ccc(NC(=O)CN2CCN(CC(=O)Nc3ccc(OC)c(OC)c3)CC2)cc1
  A = -6%	B = 0%	C = /	D = i	E = -3%	F = -5%	G = 3%	H = -1%
CCOC(=O)CN1C(=O)S/C(=C/c2cccc([N+](=O)[O-])c2O)C1=O
  A = 13µM*	B = 5%	C = /	D = -8%	E = 4%	F = 3%	G = 3%	H = -23%
O=S(=O)(c1ccc(Cl)s1)N1CCCc2cccc(O)c21
  A = -16%	B = 3%	C = /	D = -13%	E = 13%	F = -1%	G = -21%	H = ?
COc1ccc([N+](=O)[O-])cc1NC(=O)CCN1CCN(c2ccccc2OC)CC1
  A = -6%	B = -3%	C = -3%	D = -7%	E = -1%	F = -1%	G = 2%[10 µM]	H = -16%
COc1ccc(CC(=O)Nc2ccc(C(=O)Nc3nccs3)cc2)cc1OC
  A = ?	B = -6%	C = 7%	D = i	E = -1%	F = 1%	G = /	H = -7%
CCOC(=O)c1ccccc1NC(=O)c1n[nH]c(=O)c2ccccc12
  A = -4%	B = -2%	C = 0%	D = i	E = -7%	F = 0%	G = /	H = -11%
CN1CCc2nc3sc(C(=O)C45CC6CC(CC(C6)C4)C5)c(N)c3cc2C1
  A = 8%	B = 9%	C = -5%	D = -4%	E = -2%	F = 1%	G = -13%	H = -1%
CC(C)CSc1ncc(-c2cccc(C(F)(F)F)c2)cn1
  A = -3%	B = 5%	C = 27%	D = 1%	E = 0%	F = 1%	G = 5%	H = -5%
COc1ccc(NC(=O)CN2CCN(S(=O)(=O)c3ccc(Cl)cc3)CC2)cc1Cl
  A = -13%	B = 0%	C = 7%	D = -1%	E = 5%	F = -1%	G = 1%	H = -29%
CN(C)c1ccc(/C=C/C(=O)c2cccnc2)cc1
  A = 5µM*	B = 4%	C = 21%	D = -13%	E = 4%	F = -2%	G = -3%[10 µM]	H = ?
O=C(CSc1nccn1Cc1ccco1)Nc1cccc(F)c1
  A = -2%	B = -2%	C = /	D = /	E = -4%	F = 1%	G = /	H = -9%

# Some values from above.
# O=C(Oc1ccc2ccccc2c1)c1ccccc1 | Tau FP inhib: -13%
# Cc1ccc(C(=O)Nc2ccc(Cc3ccncc3)cc2)cc1[N+](=O)[O-] | Tau fibril ThT: -12%

# Bioassay records (PubChem)
